MCF10A rerep – A quantitative high throughput screen for small molecules that induce DNA re-replication in MCF 10a normal breast cells; MCF 10A DNA re-replication, Hoechst nuclear intensity, 48 h; 2.9% of 350,000 active; AID 624296, 2012; Potency, µM (highest dose often 46.1 µM), for the others: at the top dose activity, positive = re-replication, most hits filed as activators; note: potency is the fitted concentration of half-maximal effect; % of control where 0% means no effect; nearly all actives have a fitted effect of over 50% in size
SW480 rerep – A quantitative high throughput screen for small molecules that induce DNA re-replication in SW480 colon adenocarcinoma cells. SW480 DNA re-replication, Hoechst DNA content imaging, 48 h. Potency, µM (doses to about 46.1 µM), inactives show top-dose re-replication activation, most hits filed as activators. 1.8% of 340,000 active. AID 624297, 2012; note: potency is the fitted concentration of half-maximal effect; % of control where 0% means no effect; nearly all actives have a fitted effect of over 55% in size
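DNA re-replication was detected as more nuclei of elevated Hoechst intensity after 48 hr exposure to compound (23 nL pinned per well of 250 cells).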
WRN inhibitor – qHTS for Inhibitors of WRN Helicase | Bifunctional 3'-5' exonuclease/ATP-dependent helicase WRN (Homo sapiens), Q14191 | WRN helicase unwinding, fluorescent forked duplex, kinetic | Potency, µM (highest dose often 114 µM), inactives show at the top dose activity change, negative = inhibition, usual class: inhibitors | 0.46% of 360,000 active | AID 651768, 2012; note: potency is the fitted concentration of half-maximal effect; % is set by controls: 0 for no effect and ±100 for the full control effect; nearly all actives have a fitted effect of over 55% in size
Target sequence (Q14191 whole entry, looked up): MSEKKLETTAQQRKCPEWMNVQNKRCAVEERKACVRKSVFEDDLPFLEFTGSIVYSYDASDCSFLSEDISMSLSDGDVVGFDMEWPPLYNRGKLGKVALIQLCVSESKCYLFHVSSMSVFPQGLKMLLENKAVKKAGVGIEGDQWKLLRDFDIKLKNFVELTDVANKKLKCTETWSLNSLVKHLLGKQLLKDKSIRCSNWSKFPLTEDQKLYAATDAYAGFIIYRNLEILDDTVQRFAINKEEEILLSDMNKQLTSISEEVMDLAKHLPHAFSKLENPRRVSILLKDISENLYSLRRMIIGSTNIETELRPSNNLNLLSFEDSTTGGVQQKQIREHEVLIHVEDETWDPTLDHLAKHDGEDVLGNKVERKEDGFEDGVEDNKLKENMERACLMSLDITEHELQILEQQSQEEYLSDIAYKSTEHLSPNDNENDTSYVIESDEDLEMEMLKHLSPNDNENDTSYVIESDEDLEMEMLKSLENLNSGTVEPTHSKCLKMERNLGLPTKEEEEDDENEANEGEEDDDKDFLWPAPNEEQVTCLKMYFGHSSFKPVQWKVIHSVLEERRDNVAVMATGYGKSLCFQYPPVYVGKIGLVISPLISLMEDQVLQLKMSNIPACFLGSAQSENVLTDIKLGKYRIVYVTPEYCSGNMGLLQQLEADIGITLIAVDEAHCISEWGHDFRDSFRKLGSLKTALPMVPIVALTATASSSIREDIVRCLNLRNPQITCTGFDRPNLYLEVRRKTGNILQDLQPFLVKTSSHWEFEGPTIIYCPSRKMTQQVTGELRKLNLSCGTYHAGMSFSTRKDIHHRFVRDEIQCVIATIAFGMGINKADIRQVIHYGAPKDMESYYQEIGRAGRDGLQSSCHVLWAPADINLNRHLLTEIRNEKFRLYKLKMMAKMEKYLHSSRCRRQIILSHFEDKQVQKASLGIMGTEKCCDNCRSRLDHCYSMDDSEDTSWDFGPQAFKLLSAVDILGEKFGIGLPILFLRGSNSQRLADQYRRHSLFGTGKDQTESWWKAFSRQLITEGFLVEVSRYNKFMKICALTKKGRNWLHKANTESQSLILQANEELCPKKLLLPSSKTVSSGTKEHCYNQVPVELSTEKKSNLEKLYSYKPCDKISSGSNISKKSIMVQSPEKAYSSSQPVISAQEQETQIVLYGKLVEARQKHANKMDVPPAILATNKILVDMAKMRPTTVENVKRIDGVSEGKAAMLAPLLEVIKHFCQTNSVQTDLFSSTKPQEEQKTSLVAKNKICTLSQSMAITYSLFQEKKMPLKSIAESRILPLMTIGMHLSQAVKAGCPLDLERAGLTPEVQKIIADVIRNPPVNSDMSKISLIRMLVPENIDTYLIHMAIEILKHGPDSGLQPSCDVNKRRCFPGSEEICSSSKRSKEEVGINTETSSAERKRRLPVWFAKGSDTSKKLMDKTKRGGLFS
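Kinetic red-fluorescence monitoring (525/598 nm) tracks WRN helicase activity after 100 nM fluorophore-quencher forked duplex and 2 mM ATP are added to 20 nM enzyme pretreated 15 min at room temperature with compound.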
HT1080 IDH1KD tx – qHTS for induction of synthetic lethality in tumor cells producing 2HG: qHTS for the HT-1080-IDH1KD cell line | HT-1080 IDH1 knockdown viability, ATP luminescence, 48 h | Potency, µM (titrated, usually from 46.1 µM), without a hit: at the highest dose activity, negative = toxicity, usual class: cytotoxic | 2% of 360,000 active | AID 686971, 2013;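 note: potency is the fitted concentration of half-maximal effect; 0% = DMSO wells and -100% = cell-free medium wells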
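Knockdown cells (IDH1KD HT-1080) received compounds 2 h after plating at 750 cells/well and were kept 48 h at 37 °C in 5% FBS RPMI. A CellTiter-Glo luminescence read gave % activity for curve fitting.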
HT1080NT lethal – qHTS for induction of synthetic lethality in tumor cells producing 2HG: qHTS for the HT-1080-NT fibrosarcoma cell line; HT-1080-NT fibrosarcoma viability, CellTiter-Glo ATP luminescence, 48 h; Potency, µM (series often up to 46.1 µM), inactives show top-dose activity, negative = less viability, most hits filed as cytotoxic; 1.6% of 360,000 active;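 note: NT is the 2HG producing partner of a matched IDH1 knockdown line; potency is the fitted concentration of half-maximal effect; 0% = DMSO-treated cells and -100% = media-only wells without cells; nearly all actives have a fitted effect of over 55% in size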
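Compounds were tested in concentration-response format on HT-1080-NT cells for 48 hours at 37 degrees C. Cell viability came from CellTiter-Glo luminescence; curves were classified by r2, response magnitude and activity.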
KB-V1 cytotox – qHTS assay for MDR1-selective chemotherapeutics: Primary screen using the drug-selected MDR subline cells KB-V1. KB-V1 MDR cells viability, CellTiter-Glo, 72 h. Potency, µM (top dose mostly 46.1 µM), inactives show at the top dose activity change, negative = cytotoxicity, hits mostly cytotoxic. 3.4% of 400,000 active; note: potency is the fitted concentration of half-maximal effect; % is set by controls: 0 for no effect and ±100 for the full control effect; nearly all actives have a fitted effect of over 60% in size
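Cytotoxicity via CellTiter-Glo luminescence after 72 h compound exposure at 37 degrees C. Cells: drug-selected KB-V1 line, DMEM phenol-red free plus 10% FBS. Compounds tested at multiple concentrations; normalized data fitted to concentration-effect curves.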
ATXN2 expr inh – Primary qHTS for Inhibitors of ATXN expression. 0.72% of 360,000 active. HEK-293 ATXN2-luciferase reporter, luminescence, 24 h. Potency, µM (highest dose often 57 µM), without a hit: top-dose activity change, negative = inhibition, usual class: inhibitors; note: potency is the fitted concentration of half-maximal effect; % is set by controls: 0 for no effect and ±100 for the full control effect; nearly all actives have a fitted effect of over 55% in size
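qHTS (up to 57 uM final) was run with 24 h compound exposure of reporter cells at 37 °C. Each well was multiplexed: SteadyGlo luminescence measured ATXN2-luciferase expression after a fluorogenic Gly-Phe-AFC viability readout (25 uM final).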
KB-3-1 tox – qHTS assay for MDR1-selective chemotherapeutics: Primary screen using the parental adenocarcinoma cell KB-3-1; KB-3-1 viability, CellTiter-Glo ATP luminescence, 72 h; Potency, µM (titrated, usually from 46.1 µM), inactives show top-dose activity change, negative = cytotoxic, most hits filed as cytotoxic; 1.4% of 400,000 active; AID 1347075, 2019; note: potency is the fitted concentration of half-maximal effect; % is set by controls: 0 for no effect and ±100 for the full control effect; nearly all actives have a fitted effect of over 60% in size
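Luminescent ATP read-out (CellTiter-Glo) measures survival of drug-naive KB-3-1 cells after 72 h compound exposure at 37 °C. Titration series was screened from lowest to highest concentration, with DMSO vehicle plates as background controls.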
IL-1B inflam inh – qHTS for Inhibitors of Inflammasome Signaling: IL-1-beta AlphaLISA Primary Screen; activity change, % at 57.5 µM; AID 743279, 2014; 4.7% of 360,000 active; THP-1 LPS/ATP IL-1B secretion, AlphaLISA, 16 h; active compounds read low; in the data active = activity change below about -50%; inconclusive = mostly about -30% to -49%; note: % is set by controls: 0 for no effect and ±100 for the full control effect
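Secreted IL-1B measured by AlphaLISA bead assay after 16 h compound exposure of THP-1 cells; compounds (final up to 57.5 uM) added 1 h before LPS (250 ng/mL) and ATP (1.25 mM) stimulation; lower signal means less secretion.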
Numbers without * were called inactive; [ ] = dose if it differs, or a comment. Unless noted, calls come from the whole dose curve; as a rule, active = well fitted curve in the direction sought with a large enough effect; inconclusive = small, poorly fitted or top-dose-only effect, or another doubt; inactive = no such curve, though single readings can be large; an effect the other way counts as inactive or inconclusive.

Results for N#Cc1cc2cc3c(cc2nc1SCC(=O)N1CCOCC1)OCO3 ?
MCF10A rerep: 2%; SW480 rerep: -2%; WRN inhibitor: 1%; HT1080 IDH1KD tx: 18%; HT1080NT lethal: 7%; KB-V1 cytotox: -22%; ATXN2 expr inh: -24%; KB-3-1 tox: -11%; IL-1B inflam inh: -8

What do the screens show for `O=C(Nc1ccc(NC(=O)c2cccs2)cc1)c1ccc2c(c1)OCO2`?
MCF10A rerep: 0%; SW480 rerep: 4%; WRN inhibitor: -5%; HT1080 IDH1KD tx: 12µM*; HT1080NT lethal: inconclusive; KB-V1 cytotox: -7%; ATXN2 expr inh: inconclusive; KB-3-1 tox: -7%; IL-1B inflam inh: -16

Results for CCCOc1ccc(Cc2nn3c(=O)/c(=C/c4ccco4)sc3nc2=O)cc1 ?
MCF10A rerep: 2%; SW480 rerep: -2%; WRN inhibitor: 56µM*; HT1080 IDH1KD tx: 7%; HT1080NT lethal: 10%; KB-V1 cytotox: 11%; ATXN2 expr inh: 0%; KB-3-1 tox: 1%; IL-1B inflam inh: -6

Results for CC(=O)Nc1nc(-c2cc([N+](=O)[O-])cs2)cs1 ?
MCF10A rerep: 2%; SW480 rerep: 8%; WRN inhibitor: -2%; HT1080 IDH1KD tx: 4%; HT1080NT lethal: 2%; KB-V1 cytotox: inconclusive; KB-3-1 tox: 2%; IL-1B inflam inh: -6

Results for OC(CC#CCN1CCCC1)(c1ccccc1)c1ccccc1 ?
MCF10A rerep: 0%; SW480 rerep: 5%; WRN inhibitor: -9%; HT1080 IDH1KD tx: -13%; HT1080NT lethal: -6%; KB-V1 cytotox: 5%; ATXN2 expr inh: -7%; KB-3-1 tox: -18%; IL-1B inflam inh: inconclusive

How did C=CCn1c(C)nnc1SCC(=O)Nc1nc(C)c(C(=O)N(C)C)s1 do in these assays?
MCF10A rerep: -2%; SW480 rerep: -17%; WRN inhibitor: 5%; HT1080 IDH1KD tx: 11%; HT1080NT lethal: 0%; KB-V1 cytotox: -27%; ATXN2 expr inh: 6%; KB-3-1 tox: -7%; IL-1B inflam inh: -4

Results for Cc1ccc([C@@H]2CC=C(C(=O)O)[C@H](c3cccc(Cl)c3)N2S(=O)(=O)c2ccc(C)cc2)cc1 ?
MCF10A rerep: inconclusive; SW480 rerep: -3%; WRN inhibitor: -10%; HT1080 IDH1KD tx: -1%; HT1080NT lethal: -12%; KB-V1 cytotox: 0%; ATXN2 expr inh: 0%; KB-3-1 tox: 2%; IL-1B inflam inh: 39

What do the screens show for `Cc1cc(NC(=O)CSc2nc(=O)n3cccc(C)c3n2)no1`?
MCF10A rerep: -1%; SW480 rerep: -472%[inhibitor]; WRN inhibitor: -9%; HT1080 IDH1KD tx: 8%; HT1080NT lethal: 21%; KB-V1 cytotox: 37%; ATXN2 expr inh: 18%; KB-3-1 tox: 2%; IL-1B inflam inh: 26

How did CCO[C@H]1OC(C(=O)NC2CC2)=C[C@@H](c2csc3ccccc23)[C@@H]1CCCO do in these assays?
MCF10A rerep: -9%; SW480 rerep: -42%[inhibitor]; WRN inhibitor: 4%; HT1080 IDH1KD tx: 13%; HT1080NT lethal: 9%; KB-V1 cytotox: -13%; ATXN2 expr inh: -1%; KB-3-1 tox: 0%; IL-1B inflam inh: 14

How did CCOc1ccc(NC(=O)CN(C)C(=O)CCSc2ccc(F)cc2)cc1OCC do in these assays?
MCF10A rerep: 14%; SW480 rerep: -8%; WRN inhibitor: 5%; HT1080 IDH1KD tx: 8%; HT1080NT lethal: -2%; KB-V1 cytotox: inconclusive; ATXN2 expr inh: -6%; KB-3-1 tox: inconclusive; IL-1B inflam inh: 0

How did Clc1ccc(SCCN2CCNCC2)cc1 do in these assays?
MCF10A rerep: inconclusive; SW480 rerep: 14%; WRN inhibitor: 12%; HT1080 IDH1KD tx: -13%; HT1080NT lethal: -12%; KB-V1 cytotox: 2%; KB-3-1 tox: -6%; IL-1B inflam inh: -4

What do the screens show for `Clc1ccc(CN2CCC(Cc3ccccc3)CC2)cc1`?
MCF10A rerep: inconclusive; SW480 rerep: 5%; WRN inhibitor: -18%; HT1080 IDH1KD tx: -15%; HT1080NT lethal: 1%; KB-V1 cytotox: inconclusive; ATXN2 expr inh: -37%; KB-3-1 tox: 1%; IL-1B inflam inh: -96*

Overlap with the part before: 2 compounds, then new ones.
How did Clc1ccc(SCCN2CCNCC2)cc1 do in these assays?
MCF10A rerep: inconclusive; SW480 rerep: 14%; WRN inhibitor: 12%; HT1080 IDH1KD tx: -13%; HT1080NT lethal: -12%; KB-V1 cytotox: 2%; KB-3-1 tox: -6%; IL-1B inflam inh: -4

What do the screens show for `Clc1ccc(CN2CCC(Cc3ccccc3)CC2)cc1`?
MCF10A rerep: inconclusive; SW480 rerep: 5%; WRN inhibitor: -18%; HT1080 IDH1KD tx: -15%; HT1080NT lethal: 1%; KB-V1 cytotox: inconclusive; ATXN2 expr inh: -37%; KB-3-1 tox: 1%; IL-1B inflam inh: -96*

What do the screens show for `CC1CCN(c2ccc(NC(=O)c3ccccc3[N+](=O)[O-])cc2)CC1`?
MCF10A rerep: -6%; SW480 rerep: -6%; WRN inhibitor: -12%; HT1080 IDH1KD tx: 3%; HT1080NT lethal: 16%; KB-V1 cytotox: -10%; ATXN2 expr inh: 6%; KB-3-1 tox: 0%; IL-1B inflam inh: -13

How did COc1ccccc1C(=O)NNC(=O)C12CC3CC(CC(C3)C1)C2 do in these assays?
MCF10A rerep: -14%; SW480 rerep: -13%; WRN inhibitor: -1%; HT1080 IDH1KD tx: -1%; HT1080NT lethal: -5%; KB-V1 cytotox: 18%; ATXN2 expr inh: 14%; KB-3-1 tox: 11%; IL-1B inflam inh: 10

What do the screens show for `COc1ccc(NC(=O)COC(=O)c2cc3c(s2)CCC3)cc1`?
MCF10A rerep: -3%; SW480 rerep: 2%; WRN inhibitor: -22%; HT1080 IDH1KD tx: 3%; HT1080NT lethal: -2%; KB-V1 cytotox: -19%; ATXN2 expr inh: -7%; KB-3-1 tox: -5%; IL-1B inflam inh: 14

How did CCCCCNC(=O)c1nc(-c2c(F)cccc2F)oc1-c1ccccc1 do in these assays?
WRN inhibitor: 0%; HT1080 IDH1KD tx: -6%; HT1080NT lethal: -11%; KB-V1 cytotox: -25%; KB-3-1 tox: 2%; IL-1B inflam inh: -15

How did COC(=O)c1cccc(NC(=O)CN(c2ccc3c(c2)OCO3)S(C)(=O)=O)c1C do in these assays?
MCF10A rerep: 11%; SW480 rerep: -4%; WRN inhibitor: -3%; HT1080 IDH1KD tx: -4%; HT1080NT lethal: 4%; KB-V1 cytotox: inconclusive; ATXN2 expr inh: 23%; KB-3-1 tox: 6%; IL-1B inflam inh: inconclusive

How did COC(=O)c1ccc(C)c(NC(=O)CCNC(=O)c2ccc([N+](=O)[O-])cc2)c1 do in these assays?
MCF10A rerep: -2%; SW480 rerep: 2%; WRN inhibitor: 6%; HT1080 IDH1KD tx: 10%; HT1080NT lethal: 5%; KB-V1 cytotox: -1%; ATXN2 expr inh: 8%; KB-3-1 tox: 8%; IL-1B inflam inh: 10

How did O=S(=O)(Nc1ccc(F)cc1)N1CCCCCC1 do in these assays?
MCF10A rerep: 6%; SW480 rerep: -7%; WRN inhibitor: -6%; HT1080 IDH1KD tx: -4%; HT1080NT lethal: -2%; KB-V1 cytotox: 29%; ATXN2 expr inh: -2%; KB-3-1 tox: 15%; IL-1B inflam inh: 9

Results for CCN(CC)C(=O)c1sc2nc(-c3cccs3)cc(-c3cccs3)c2c1N ?
MCF10A rerep: inconclusive; SW480 rerep: 1%; WRN inhibitor: 4%; HT1080 IDH1KD tx: 1%; HT1080NT lethal: 10%; KB-V1 cytotox: 4%; KB-3-1 tox: 2%; IL-1B inflam inh: 10

What do the screens show for `CCCCOC(=O)c1ccc(NC(=O)c2ocnc2C)cc1`?
MCF10A rerep: 12%; SW480 rerep: -8%; WRN inhibitor: 3%; HT1080 IDH1KD tx: -25%; HT1080NT lethal: 8%[9.24 µM]; KB-V1 cytotox: -20%; ATXN2 expr inh: 22%; KB-3-1 tox: 2%; IL-1B inflam inh: 0

How did O=C(Nc1ccc2oc(-c3ccncc3)nc2c1)c1cccs1 do in these assays?
MCF10A rerep: inconclusive; SW480 rerep: inconclusive; WRN inhibitor: -30%; HT1080 IDH1KD tx: 4%; HT1080NT lethal: 18%; KB-V1 cytotox: 5%; ATXN2 expr inh: -8%; KB-3-1 tox: 23%; IL-1B inflam inh: 0

How did COc1ccccc1N1CCN(C(=O)c2oc3ccccc3c2C)CC1 do in these assays?
MCF10A rerep: inconclusive; SW480 rerep: 15µM*; WRN inhibitor: -2%; HT1080 IDH1KD tx: 0%; HT1080NT lethal: 2%; KB-V1 cytotox: 1%; ATXN2 expr inh: -12%; KB-3-1 tox: 0%; IL-1B inflam inh: 45

What do the screens show for `Cc1c(CC(=O)O)c(=O)oc2c(C)c3occ(-c4ccccc4)c3cc12`?
MCF10A rerep: 3%; SW480 rerep: 0%; WRN inhibitor: -13%; HT1080 IDH1KD tx: 4%; HT1080NT lethal: 1%; KB-V1 cytotox: 8%; ATXN2 expr inh: -2%; KB-3-1 tox: -11%; IL-1B inflam inh: 3

What do the screens show for `CCc1ccc(OCC2c3cc(OC)c(OC)cc3CCN2C(C)=O)cc1` (centres undefined)?
MCF10A rerep: inconclusive; SW480 rerep: 1%; WRN inhibitor: -3%; HT1080 IDH1KD tx: -1%; HT1080NT lethal: 16µM*; KB-V1 cytotox: -23%; KB-3-1 tox: 0%; IL-1B inflam inh: -10
